IDE cell activ: boosts human insulin-degrading enzyme activity in HEK cells. activation, % at 5.96 µM. actives 0.073% (n = 340,000). FAbeta-B cleavage, fluorescence polarization; 0% vehicle, 100% cell-free pure enzyme wells;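 active = activation above the mean of all tested compounds plus 3 SD, set per screening campaign, cut at about 17% in these data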
PfM18AAP inh: PfM18AAP enzyme inhibition; recombinant PfM18AAP, H-Glu-NHMec fluorogenic cleavage; AID 1822; actives 1.2% (n = 290,000); inhibition, % at 7.35 µM;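 active = inhibition above the campaign mean inhibition over all tested compounds plus 3 SD, cut at about 28% in these data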;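 note: 0% = plate median of test compound wells and 100% = 2 mM ZnCl2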
SUMO HTRF inh: inhibitors of human SUMOylation (UBC9); inhibition, % at 35 µM; HTRF SUMOylation assay, SAE1/SAE2 + UBC9, in vitro; actives 0.36% (n = 290,000); in the data active = inhibition above about 50%, passing the limit was not always enough; note: strong numbers were not always called active
IDE inh: inhibits human insulin-degrading enzyme in HEK cells; actives 0.41% (n = 320,000); P14735; inhibition, % at 5.59 µM; FAbetaB cleavage, fluorescence polarization;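 active = percent inhibition above the average of all tested compounds plus 3 SD, set per screening campaign, cut at about 16% in these data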;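 note: IDE supplied by intact live HEK cells; FP after avidin binding of uncleaved biotin substrate so inhibition keeps polarization high; 0% = DMSO wells and 100% = 60 µM reference IDE inhibitor Ii1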
IMP-1 inh: blocks Pseudomonas aeruginosa IMP-1 metallo-beta-lactamase; AID 1556; purified IMP-1, nitrocefin hydrolysis, epi-absorbance fluorescence; actives 0.45% (n = 290,000); inhibition, % at 5.6 µM;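 active = inhibition above the mean plus 3 SD of all compounds in the same screening run, cut at about 4.5% in these data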;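 note: 0% = IMP-1 with DMSO and 100% = DMSO wells lacking enzyme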
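System – purified recombinant IMP-1 beta-lactamase · Input – IMP-1 dispensed at 0.2 nM · Timing – 15 min preincubation plus 25 min reaction at 25 °C · Signal – Epi-absorbance fluorescence, 480 nm excitation, 530 nm emission · Measure – percent IMP-1 inhibition derived from blank-referenced optical density · Controls – Enzyme-plus-DMSO low control, enzyme-free DMSO high control · Replication – singlicate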
VIM-2 inh: blocks Pseudomonas aeruginosa VIM-2 metallo-beta-lactamase; inhibition, % at 5.6 µM; purified VIM-2, nitrocefin hydrolysis, epi-absorbance fluorescence; AID 1527; actives 0.89% (n = 290,000);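 active = inhibition above the mean of all tested compounds plus 3 SD, cutoff set per screening run, cut at about 7.5% in these data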;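 note: red hydrolysis product quenches plate fluorescence so inhibitors raise well fluorescence; 0% = enzyme with DMSO and 100% = DMSO without enzyme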
NS3 helicase inh: inhibitors of Hepatitis C virus NS3 helicase | NS3 helicase DNA unwinding, Cy5 molecular beacon fluorescence | inhibition, % at 10.9 µM | actives 0.56% (n = 290,000);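 active = inhibition above the mean of all tested compounds plus 3 SD, set per campaign, cut at about 35% in these data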;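 note: 0% = DMSO wells and 100% = thioflavine S control wells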
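Material: hepatitis C virus NS3 helicase domain fragment enzyme; measured by: Cy5 fluorescence, 0 and 60 min reads; control set: DMSO and thioflavine S; incubation: 60 min unwinding reaction at 25 °C after ATP addition; read-out basis: % inhibition from 60/0 min fluorescence ratio, DMSO 0%, thioflavine S 100%; repeats: singlicate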
DNA FID counter: counter-screen for HCV NS3 helicase inhibitors: DNA intercalator displacement; actives 0.17% (n = 290,000); DNA fluorescent intercalator displacement, fluorescence; AID 1845; inhibition, % at 7.9 µM; in the data active = inhibition above about 37%;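 note: 0% = vehicle and 100% = reference compound; higher means more ethidium bromide displaced from hairpin DNA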
p-CIP stab down: lowers stability of the mouse p/CIP coactivator protein; decrease of EGFP signal, % at 10 µM; actives 0.01% (n = 290,000); Q05BA5; F442A p/CIP-EGFP cells, EGFP fluorescence, 16 h; AID 1984;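 active = EGFP signal decrease of at least 30% at 10 µM or well 3 SD below plate mean, unless failing retest; inactive = the rest, including hits failing retest or dose response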; note: some compounds called inactive have numbers as strong as hits; many of its hits are not listed in these tables
Target sequence (Q05BA5 1-1403): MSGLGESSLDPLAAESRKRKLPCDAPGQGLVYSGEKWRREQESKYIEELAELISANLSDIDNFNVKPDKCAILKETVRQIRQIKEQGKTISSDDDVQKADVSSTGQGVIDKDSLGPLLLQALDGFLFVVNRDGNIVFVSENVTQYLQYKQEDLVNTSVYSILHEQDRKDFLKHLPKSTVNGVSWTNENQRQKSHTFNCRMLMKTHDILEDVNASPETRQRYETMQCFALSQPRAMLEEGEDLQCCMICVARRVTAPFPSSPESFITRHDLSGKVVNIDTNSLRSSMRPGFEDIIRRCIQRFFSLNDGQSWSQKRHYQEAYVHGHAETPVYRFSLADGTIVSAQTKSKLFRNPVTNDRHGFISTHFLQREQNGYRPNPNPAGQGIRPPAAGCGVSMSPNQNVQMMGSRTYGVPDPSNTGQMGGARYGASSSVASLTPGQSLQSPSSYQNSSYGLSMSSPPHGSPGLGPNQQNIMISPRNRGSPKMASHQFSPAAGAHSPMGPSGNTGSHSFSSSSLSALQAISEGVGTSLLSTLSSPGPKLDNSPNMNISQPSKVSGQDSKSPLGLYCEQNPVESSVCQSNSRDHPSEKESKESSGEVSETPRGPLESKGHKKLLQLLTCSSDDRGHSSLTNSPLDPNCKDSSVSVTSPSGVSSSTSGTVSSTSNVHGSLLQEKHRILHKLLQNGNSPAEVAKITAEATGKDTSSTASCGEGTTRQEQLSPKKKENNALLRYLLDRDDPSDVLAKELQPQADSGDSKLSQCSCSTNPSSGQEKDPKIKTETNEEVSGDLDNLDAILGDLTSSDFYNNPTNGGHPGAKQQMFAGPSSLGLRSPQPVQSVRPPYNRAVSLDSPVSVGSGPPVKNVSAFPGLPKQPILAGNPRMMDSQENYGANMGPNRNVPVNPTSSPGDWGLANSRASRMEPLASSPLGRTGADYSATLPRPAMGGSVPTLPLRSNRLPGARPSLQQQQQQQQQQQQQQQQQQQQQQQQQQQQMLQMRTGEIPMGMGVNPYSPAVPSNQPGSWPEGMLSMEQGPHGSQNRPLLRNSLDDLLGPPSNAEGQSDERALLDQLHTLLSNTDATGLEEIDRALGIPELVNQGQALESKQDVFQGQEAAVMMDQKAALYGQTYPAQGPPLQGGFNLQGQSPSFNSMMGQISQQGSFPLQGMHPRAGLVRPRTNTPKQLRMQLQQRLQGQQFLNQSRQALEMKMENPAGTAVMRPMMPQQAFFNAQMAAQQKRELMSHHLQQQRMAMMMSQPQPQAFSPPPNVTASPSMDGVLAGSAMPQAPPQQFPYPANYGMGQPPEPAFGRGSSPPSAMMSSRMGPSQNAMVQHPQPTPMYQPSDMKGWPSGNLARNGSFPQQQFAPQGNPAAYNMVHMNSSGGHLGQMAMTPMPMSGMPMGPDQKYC
An asterisk follows results filed as active; · = not tested or not shown.

item	compound	IDE inh	DNA FID counter	IDE cell activ	IMP-1 inh	PfM18AAP inh
1	CC(=O)c1ccc(OCC(O)CN2CCN(S(=O)(=O)c3c(C)c(C)cc(C)c3C)CC2)cc1 (stereo unspecified)	-1	-26	-1	-2.0	-3
2	O=C(N/N=C/c1ccc(O)c(O)c1)C1c2ccccc2Oc2ccccc21	1	-3	-8	-1.5	66*
3	CC(C)C(C(=O)Nc1ccc(S(N)(=O)=O)cc1)N1C(=O)c2ccccc2C1=O (stereo unspecified)	5	-3	3	0.2	-3
4	CCOC(=O)C1=C(C)Nc2ccccc2S1	-1	-2	6	-2.2	4
5	Cc1ccc(C(=O)Nc2nnc(COc3ccccc3)s2)cc1	10	-1	1	-3.5	-7
6	Cc1cccc(C(=O)NC(=S)NNC(=O)Cc2ccccc2)c1	3	-2	-6	-3.1	38*
7	COc1ccc(-c2oc3ncnc(NCCCO)c3c2-c2ccc(OC)cc2)cc1	-1	-32	-1	0.6	-13
8	CCCn1c(CCC(=O)O)ccc1-c1ccc(OC)cc1	-1	-19	-2	-0.1	0

item	VIM-2 inh	p-CIP stab down	NS3 helicase inh	SUMO HTRF inh
1	-3.6	-15	-20	1
2	-3.9	-35	-1	1
3	-0.2	10	-2	4
4	0.1	-4	0	-23
5	1.7	-6	1	6
6	-5.9	-1	3	-2
7	-0.4	-4	-15	4
8	-0.2	-6	21	7

Marked active in PfM18AAP inh (from the list above):
cpd | SMILES | IDE inh | IDE cell activ | IMP-1 inh | PfM18AAP inh | VIM-2 inh | p-CIP stab down | NS3 helicase inh | SUMO HTRF inh
2 | O=C(N/N=C/c1ccc(O)c(O)c1)C1c2ccccc2Oc2ccccc21 | 1 | -8 | -1.5 | 66* | -3.9 | -35 | -1 | 1
6 | Cc1cccc(C(=O)NC(=S)NNC(=O)Cc2ccccc2)c1 | 3 | -6 | -3.1 | 38* | -5.9 | -1 | 3 | -2

Among those listed so far, 3 have nitrogen in an aromatic ring.
item	compound	IDE inh	DNA FID counter	IDE cell activ	IMP-1 inh	PfM18AAP inh
5	Cc1ccc(C(=O)Nc2nnc(COc3ccccc3)s2)cc1	10	-1	1	-3.5	-7
7	COc1ccc(-c2oc3ncnc(NCCCO)c3c2-c2ccc(OC)cc2)cc1	-1	-32	-1	0.6	-13
8	CCCn1c(CCC(=O)O)ccc1-c1ccc(OC)cc1	-1	-19	-2	-0.1	0

item	VIM-2 inh	p-CIP stab down	NS3 helicase inh	SUMO HTRF inh
5	1.7	-6	1	6
7	-0.4	-4	-15	4
8	-0.2	-6	21	7

The listing continues:
item	compound	IDE inh	DNA FID counter	IDE cell activ	IMP-1 inh	PfM18AAP inh
9	CC(C)=NNC1=NC(C)(C)Cc2ccccc21	1	-9	6	-1.8	-7
10	NC(=O)CN1C(=O)C2C3c4ccccc4C(c4ccccc43)C2C1=O (stereo unspecified)	-1	-8	5	-2.2	-7
11	O=C(NCc1ccco1)/C(=C/c1cccc(C(F)(F)F)c1)c1nc2ccccc2[nH]1	3	-4	3	-1.7	1
12	CC1=CC(C)(C)Nc2ccc(OC(=O)C(Cc3ccccc3)N3C(=O)c4ccccc4C3=O)cc21 (stereo unspecified)	4	0	1	-1.6	-1
13	O=C(Oc1c(CN2CCOCC2)cc(Cl)c2cccnc12)c1ccccc1Br	-7	-5	4	-0.9	-2
14	CC1CCCCN1Cc1c(O)ccc2c(=O)c(-c3ccc(Cl)cc3)coc12 (stereo unspecified)	2	5	2	-1.8	1
15	O=C(CSc1nc2[nH]ncc2c(=O)[nH]1)NCCc1ccccc1	4	-1	-4	-1.7	4
16	Cc1ccc(C(=O)OCC(=O)c2ccccc2)cc1	6	-14	-1	-1.5	1

item	VIM-2 inh	p-CIP stab down	NS3 helicase inh	SUMO HTRF inh
9	0.3	-14	-1	20
10	-3.0	-11	1	8
11	-5.5	-8	10	7
12	0.0	-18	0	-5
13	0.2	-14	-9	6
14	-0.1	0	-4	36
15	-1.0	1	8	5
16	-1.4	-1	-9	-5

Other records follow.
item	compound	IDE inh	DNA FID counter	IDE cell activ	IMP-1 inh	PfM18AAP inh
17	N#Cc1cccc(N=Cc2c(O)ccc3ccccc23)c1	-1	3	-1	-0.9	-18
18	O=C1CC(c2ccccc2)CC(O)=C1C=Nc1ccccc1O (stereo unspecified)	-2	-5	1	-2.2	11
19	CCn1c(SCC(=O)c2ccc(C)cc2)nnc1-c1ccoc1C	2	-24	-1	-0.7	-13
20	CCn1cnc2sc(C(=O)Oc3ccc(Br)cc3)c(C)c2c1=O	1	0	·	-0.9	-2
21	O=C(NCc1ccccc1Cl)C1CCC(=O)N(CC2CCCCC2)C1 (stereo unspecified)	-4	-36	-3	-0.8	-5
22	CC1CCCC(NC(=O)COC(=O)/C=C/c2ccc3c(c2)OCO3)C1C (stereo unspecified)	-4	-11	5	0.2	19
23	O=C(O)C1CCCCC1C(=O)Nc1ccc(S(=O)(=O)N2CCCCCC2)cc1 (stereo unspecified)	7	-38	-5	-3.4	2
24	Cc1ccc(C)c(NS(=O)(=O)c2ccc(-c3coc(C)n3)cc2)c1	4	-39	4	-0.6	-7

item	VIM-2 inh	p-CIP stab down	NS3 helicase inh	SUMO HTRF inh
17	-1.0	-12	-6	17
18	-1.2	-17	-1	19
19	2.6	0	0	6
20	-2.2	0	-10	-11
21	-0.3	-12	-5	-1
22	-1.9	7	-4	10
23	-2.1	8	8	-10
24	0.2	8	0	-2

(next part)
item	compound	IDE inh	DNA FID counter	IDE cell activ	IMP-1 inh	PfM18AAP inh
25	O=C(N/N=C1\CCCc2ccccc21)c1ccccc1[N+](=O)[O-]	3	1	3	2.7	10
26	CCSc1n[nH]c(=S)s1	-4	-3	6	-1.8	6
27	CC(=O)CCc1ccc(OCCCCN2CCC(Cc3ccccc3)CC2)cc1	1	24	3	-2.3	-4
28	COc1ccc(NC(=S)N(CCC(C)C)C2CCN(C(C)C)CC2)cc1	-1	3	-2	-0.7	-12
29	COc1cccc(OCc2nnc(SCC(=O)N3c4ccccc4Sc4ccc(Cl)cc43)o2)c1	0	3	7	-2.7	1
30	COc1ccc(NC(=O)c2cccc(N3C(=O)C4C5C=CC(C5)C4C3=O)c2)cc1Cl (stereo unspecified)	2	-18	5	-0.9	-1
31	S=C(Nc1ccc(Cl)cc1Cl)N1CCCC1	-2	1	3	0.8	-8
32	CC1=C(C#N)C(c2ccccc2)C2=C(N1)c1ccccc1C2=O (stereo unspecified)	-3	4	3	-3.3	1

item	VIM-2 inh	p-CIP stab down	NS3 helicase inh	SUMO HTRF inh
25	-1.5	7	-9	-6
26	-3.0	-18	4	0
27	-2.9	9	-18	-4
28	0.0	-3	9	12
29	-2.7	6	-5	-14
30	1.2	-14	5	-4
31	2.1	-13	14	-8
32	-3.2	6	3	-9

Next section:
item	compound	IDE inh	DNA FID counter	IDE cell activ	IMP-1 inh	PfM18AAP inh
33	COC(C(=O)Nc1ccnn1C1CCN(C(=O)c2ccc(C=O)cc2)CC1)c1ccccc1 (stereo unspecified)	3	-23	6	-2.5	-7
34	COc1ccc(CN2CCN(CCCc3ccccc3)C(CCO)C2)c(O)c1 (stereo unspecified)	0	0	2	0.6	3
35	O=C(CCN1C(=O)C2CC=CCC2C1=O)N1CCN(c2ccccn2)CC1 (stereo unspecified)	2	-9	1	2.7	2
36	CCc1ccc(Nc2n[n+](-c3ccccc3)c(-c3cc(OC)c(OC)cc3Br)s2)cc1	-5	-30	8	-3.5	6
37	Cc1nc(-c2ccc(Cl)cc2)sc1C1(C)CC(c2cccc([N+](=O)[O-])c2)=NO1 (stereo unspecified)	3	·	3	·	·
38	Cc1ccc(-n2c(=O)[nH]c3cc(C(=O)NC4CCN(Cc5ccccc5)CC4)ccc3c2=O)cc1	0	-11	4	-2.1	-1
39	Cc1ccc(S(=O)(=O)N(C)CC(=O)Nc2ccncc2)cc1	7	-2	4	-1.8	2
40	Cc1ccc(C)c(N2C(=O)c3ccc(C(=O)OCC(=O)c4c(N)n(C)c(=O)n(C)c4=O)cc3C2=O)c1	1	0	-1	-1.6	-1

item	VIM-2 inh	p-CIP stab down	NS3 helicase inh	SUMO HTRF inh
33	0.2	11	10	-3
34	-1.0	0	4	10
35	-0.4	0	2	-6
36	-3.8	1	-18	-3
37	·	-9	·	2
38	-2.9	-9	6	-15
39	-1.7	-6	-4	-8
40	-1.8	-3	4	-6

The list goes on.
item	compound	IDE inh	DNA FID counter	IDE cell activ	IMP-1 inh	PfM18AAP inh
41	COc1cc(/C=C2\SC(c3ccc(C)cc3)=NC2=O)cc(OC)c1O	2	-10	-18	1.6	17
42	COC(=O)c1cc(S(=O)(=O)Nc2ccc(C)cn2)c[nH]1	-2	-3	5	-1.0	-2
43	COC(=O)c1ccc(CSc2cc(C)c3cc(C)cc(C)c3n2)o1	1	1	3	-0.6	-1
44	COc1cccc(CN2CCCC(C(=O)N3CCCCC3)C2)c1OC (stereo unspecified)	-3	0	2	-3.5	3
45	O=C(Cn1c(=O)oc2ccccc21)NCCc1ccccc1	2	0	2	-3.6	-2
46	CCOc1ccccc1OCCC(=O)Nc1ccc(F)c(Cl)c1	-1	-5	-3	-2.8	4
47	CCC/C(=N\NC(=O)c1ccccc1C)c1ccccc1	7	-1	-4	-0.2	-7
48	CN(C)c1ccc(/C=N/NC(=O)C(=O)N2CCCCCC2)cc1	0	-32	-3	0.3	10
49	CCN1CCN(C(=O)C(=O)c2cn(CC(=O)N3CCCC3)c3ccccc23)CC1	1	8	6	-0.6	-8
50	O=C(N/N=C/c1ccc([N+](=O)[O-])s1)C(O)c1ccccc1 (stereo unspecified)	2	0	5	-2.8	4

item	VIM-2 inh	p-CIP stab down	NS3 helicase inh	SUMO HTRF inh
41	3.7	-6	-5	-14
42	-1.8	-15	-3	19
43	-0.3	-8	-2	25
44	-2.8	-6	7	-10
45	-2.0	-7	6	0
46	-1.6	4	-19	-15
47	-1.9	-9	9	14
48	-0.8	-18	21	9
49	2.8	-1	4	4
50	-1.9	-30	7	30

High-throughput results deposited in PubChem BioAssay by several laboratories.
